yeast bub3 = NCI yeast anticancer drug screen, S. cerevisiae bub3 mutant strain | growth inhibition, % at 50 µM | actives 9.9% (n = 78,000) | AID 167;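 further: 0% = growth of vehicle-only cultures of the same strain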
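Mutant yeast screening strain plus compound; vehicle-treated cultures serve as the 0% inhibition reference.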
yeast sgs1 mgt1 = NCI yeast anticancer drug screen, S. cerevisiae sgs1 mgt1 strain | growth inhibition, % at 50 µM | actives 10% (n = 78,000) | AID 161;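 further: 0% = growth of vehicle-only cultures of the same strain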
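Yeast cells carrying a defined DNA-repair defect were exposed to test compounds. Growth inhibition was measured relative to vehicle-treated controls.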
rad50 = NCI yeast anticancer drug screen, S. cerevisiae rad50 strain | % growth inhibition at 50 µM | actives 10% (n = 79,000) | AID 155;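 further: 0% = growth of vehicle-only cultures of the same strain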
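Compounds were tested on a yeast strain with an engineered DNA damage repair alteration; the reported value is growth inhibition normalised to vehicle treatment.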
mec2-1 = NCI yeast anticancer drug screen, S. cerevisiae mec2-1 strain; growth inhibition, % at 50 µM; actives 9% (n = 79,000); AID 157;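 further: 0% = growth of vehicle-only cultures of the same strain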
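Growth inhibition is read against vehicle-treated controls after compound exposure of the mec2-1 yeast strain, which is defective in DNA damage repair or cell cycle control.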
yeast mlh1 rad18 = NCI yeast anticancer drug screen, S. cerevisiae mlh1 rad18 strain. actives 11% (n = 79,000). AID 175. % growth inhibition at 50 µM;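 further: 0% = growth of vehicle-only cultures of the same strain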
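Cells of a genetically altered yeast strain, deficient in DNA damage repair, were treated with compound. Their growth was then compared with that of vehicle-treated cultures to give inhibition.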
cln2 rad14 = NCI yeast anticancer drug screen, S. cerevisiae cln2 rad14 strain. growth inhibition, % at 50 µM. actives 8.3% (n = 78,000). AID 165;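 further: 0% = growth of vehicle-only cultures of the same strain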
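Yeast strain cln2 rad14, bearing defects in cell cycle control and DNA repair, serves as the test system; values reflect growth inhibition compared with vehicle.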
An asterisk follows results filed as active; / = not tested or not shown; & = joins results of further samples; ! = a repeat was not active. No stated cut-off is given here; in the data, active means growth inhibition above about 70%; inactive means the rest.

SMILES	yeast bub3	yeast sgs1 mgt1	rad50	mec2-1	yeast mlh1 rad18	cln2 rad14
CCN(CCCl)c1cc(CN(C)C)cc(NC(=O)c2cc(C(=O)Nc3cc(CN(C)C)cc(N(CC)CCCl)c3)n(C)n2)c1	-3	28	60	-10	3	20
CCCCC(CC)C(=O)O (stereo unspecified)	7&-14	-1&-2	34&-13	12&0	7&-11	6&0
C[N+](C)(C)CC1CCCC(C[N+](C)(C)C)C1=NO (stereo unspecified)	-2	-5	25	12	21	20
O=Cc1cccc2ccccc12	6	1	10	-21	4	7
COC(CN1CCOCCOCCOCC1)CN1CCOCCOCCOCC1	14	-29	-9	-7	-18	15
N.N.N.N.N.O=[N+]([O-])[O-].[Co+3].[O-][Cl+3]([O-])([O-])[O-]	-4	-10	-14	5	-8	-3
CC12CCCCC1=[N+]([O-])C(C)(C)N2O (stereo unspecified)	-3	1	-3	-1	-5	11
CC(=O)OCC12CC(O)C(C)=CC1OC1C(O)C(OC(C)=O)C2(C)C12CO2 (stereo unspecified)	92*	90*	92*	91*	92*	77*
NC(=O)N=C(N)N	13&-2&5	5&-1&-6	25&15&-13	11&18&2	18&7&-13	12&-1&-14
CC(=O)c1ccc([As]=O)cc1 (stereo unspecified)	100*	100*	100*	100*	100*	99*
OC(c1ccc2ccccc2n1)C1CCCCN1 (stereo unspecified)	-2	7	14	-6	11	-8
CC(=O)O[C@@H]1[C@@H](O)C2=C3[C@]4(C)[C@@H]1C(C)(C)C(=O)C[C@@H]4[C@]3(O)[C@H](OC(C)=O)[C@@]1(C[C@@H]1C)C2=O	-4	4	18	-47	-58	7
Oc1ccc2c3c1OC1c4[nH]ncc4C[C@H]4[C@@H](C2)N(CC2CC2)CC[C@]314 (stereo partly specified)	-24	-4	20	1	-52	20
O=C(Oc1cc(Cl)c(S(=O)(=O)F)cc1Cl)c1ccc([N+](=O)[O-])cc1	74*	90*	78*	86*	90*	65
COC(=O)C1=CCCN(C)C1	2	10	0	-1	4	0
C=C(C)C1(CC(C)C)C(=O)NC(=O)NC1=O	8&-15	2&-8	3&7	0&6	-4&-6	-3&2
O=[N+]([O-])c1cc(Cl)ccc1S(=O)(=O)F	100*	100*	100*	100*	99*	99*
CN(C1CCCC1)C1CCCC1	2	-24	-27	-26	-8	5
CC(CN1CCCCCC1)C(C#N)(c1ccccc1)c1ccccc1 (stereo unspecified)	46	25	7	13	10	50
COC(=O)N(C)c1cccc(OC(=O)N(C)C)c1	28	12	7	20	26	5
O=[N+]([O-])c1ccc(O)c(C=NCCN=Cc2cc([N+](=O)[O-])ccc2O)c1.[Ni+2]	-4	-4	-31	6	-22	-57
Oc1ccccc1I	-43	-57	12	5	-14	-9
CCCCCCCCCCCCN(C)C	29	36	45	29	38	-6
CC(=O)OC1CCC2(C)C3=C(CCC2C1(C)C)C1(C)CCC(C(C)CCC2NC2(C)C)C1(C)CC3 (stereo unspecified)	11	96*	23	2	11	-29
Cn1c2c(c3ccccc31)CCN1OCC=C[C@@H](C(=O)O)[C@@H]21	42	-6	-8	3	-9	6
Other records
SMILES	yeast bub3	yeast sgs1 mgt1	rad50	mec2-1	yeast mlh1 rad18	cln2 rad14
CC1N2C3(c4ccccc4)OC(c4ccccc4)(c4ccccc43)C12c1ccccc1 (stereo unspecified)	1	5	10	13	4	32
Cc1cc2c(C(C)C)c(O)c(O)c(C=O)c2c(O)c1-c1c(C)cc2c(C(C)C)c(O)c(O)c(C=O)c2c1O	44&49	46&41	59&48	71*!	-27&60	68&48
CC1C(C)(C)P(=O)(Oc2ccc3ccccc3c2)C1(C)C (stereo unspecified)	94*	84*	72*	55	57	81*
CN(C)P1(=S)NCC(C(C)(C)C)CO1 (stereo unspecified)	18	-11	10	-40	-43	11
O=[N+]([O-])/C=C\c1ccc2c(c1)OCO2	99*	100*	99*	100*	100*	99*
C[C@]12CC[C@H](O)C[C@H]1CC[C@@H]1[C@@H]2CC[C@]2(C)[C@@H](C3=CC(=O)OC3)[C@@H](O)C[C@]12O	0	2	-6	-16	8	-17
CCOC(=O)CCC(NC(=O)C(Cc1ccc(N(CCCl)CCCl)cc1)NC=O)C(=O)OCC (stereo unspecified)	22	8	24	3	32	49
CO[C@H]1C[C@H](O[C@H]2CC[C@@]3(C)[C@H](CC[C@@H]4[C@@H]3CC[C@]3(C)[C@@H](C5=CC(=O)OC5)CC[C@]43O)C2)O[C@H](C)[C@H]1O	15	18	33	6	-49	23
CCC(O)C[As](=O)(O)c1ccccc1OC (stereo unspecified)	18	2	6	20	-2	-2
O=C(CCCc1ccc(N(CCCl)CCCl)cc1)Nc1ncccn1	-4	15	6	18	28	16
C[C@]12CC[C@H]3[C@@H](CCC4=C(Br)C(=O)CC[C@@H]43)[C@@H]1CC[C@@H]2O	2	11	10	2	19	-20
COc1ccc([As]=O)cc1N (stereo unspecified)	-7	9	5	18	-10	7
ClC1=C(/C=C\c2cc(-c3ccccc3)[s+]c3ccccc23)CCC/C1=C\C=C1/C=C(c2ccccc2)Sc2ccccc21	-19	28	34	11	0	-48
COC1C(O)CC(OC2CC(Oc3cc4cc5c(c(O)c4c(O)c3C)C(=O)[C@@H](OC3CC(OC4CC(OC6CC(C)(O)C(OC(C)=O)C(C)O6)C(O)C(C)O4)C(O)C(C)O3)[C@H]([C@H](OC)C(=O)[C@@H](O)[C@@H](C)O)C5)OC(C)C2OC(C)=O)OC1C (stereo partly specified)	7	8	13	25	29	60
CC1CN1CCS(=O)(=O)CCN1CC1C (stereo unspecified)	4	-2	5	33	7	67
[Cl][Tl]	-41	10	-5	5	-38	-11
CNC(C)Cc1ccccc1OC (stereo unspecified) (tested in a mixture with another compound)	10	4	-15	2	-8	-36
Cc1ccc(Cl)c2ccccc12	20	18	12	-16	18	-4
C=C1C(O)C23CCC4C(C(=O)O)(C(=O)O)CC(OC5OC(CO)C(O)C(OC(=O)CCc6ccccc6)C5NC(=O)CC(C)C)CC4(C)C2CCC1(O)C3 (stereo unspecified)	-36	-17	-8	0	-73	8
O=S(=O)(C(Cl)Cl)C(Cl)(Cl)S(=O)(=O)C(Cl)Cl	5	6	-11	-53	13	-40
O=C(O)C(O)C(O)C(O)C(O)C(O)C(O)CO.[Cd] (stereo unspecified)	-8&5	20&20	28&29	26&15	1&-2	29&19
CCN(CCCCO)CCc1c[nH]c2ccc(OC)cc12	-1	2	-1	-4	9	6
[Br][Hg][CH]1CCC2CCCC1O2 (stereo unspecified)	99*	100*	100*	99*	100*	99*
CCOC(=O)c1ccc2nc(-c3ccc(S(=O)(=O)F)cc3)cc(Cl)c2c1	/	/	12	-10	24	/
O=C1NC2(CCCCC2)C(=O)N1CCCCN(CCCl)CCCl	21	9	1	10	-6	5

An excerpt from above, showing only cln2 rad14 and yeast sgs1 mgt1:
| Compound | cln2 rad14 | yeast sgs1 mgt1 |
| --- | --- | --- |
| ClC1=C(/C=C\c2cc(-c3ccccc3)[s+]c3ccccc23)CCC/C1=C\C=C1/C=C(c2ccccc2)Sc2ccccc21 | -48 | 28 |
| COC1C(O)CC(OC2CC(Oc3cc4cc5c(c(O)c4c(O)c3C)C(=O)[C@@H](OC3CC(OC4CC(OC6CC(C)(O)C(OC(C)=O)C(C)O6)C(O)C(C)O4)C(O)C(C)O3)[C@H]([C@H](OC)C(=O)[C@@H](O)[C@@H](C)O)C5)OC(C)C2OC(C)=O)OC1C (stereo partly specified) | 60 | 8 |
| CC1CN1CCS(=O)(=O)CCN1CC1C (stereo unspecified) | 67 | -2 |
| [Cl][Tl] | -11 | 10 |
| CNC(C)Cc1ccccc1OC (stereo unspecified) (tested in a mixture with another compound) | -36 | 4 |

Record cards, as listed above:
Record of CCC(O)C[As](=O)(O)c1ccccc1OC (stereo unspecified) = yeast bub3: 18; yeast sgs1 mgt1: 2; rad50: 6; mec2-1: 20; yeast mlh1 rad18: -2; cln2 rad14: -2
Record of O=C(O)C(O)C(O)C(O)C(O)C(O)C(O)CO.[Cd] (stereo unspecified) = yeast bub3: -8&5; yeast sgs1 mgt1: 20&20; rad50: 28&29; mec2-1: 26&15; yeast mlh1 rad18: 1&-2; cln2 rad14: 29&19

Next part:
SMILES	yeast bub3	yeast sgs1 mgt1	rad50	mec2-1	yeast mlh1 rad18	cln2 rad14
COc1cc(/C=N/NC(=O)CN(C)C)cc(OC)c1N(CCCl)CCCl	-2	-16	9	10	5	18
CCOC(=O)CNCCC1(CC)C(=O)NC(=O)NC1=O	-1	2	-1	-8	-13	-37
CC1(C)OC2COC(CN=[N+]=[N-])C2O1 (stereo unspecified)	3	1	14	9	-4	-1
N.N.N.N.N.NC(=O)[O-].[Co+3].[I-]	-8	-13	-14	4	-16	26
Cc1ccc(-n2c(=S)[nH]c3ccc(Br)cc3c2=O)cc1	3	14	39	6	25	15
O=C1C=CC(=O)N1CO (tested in a mixture with another compound)	39	5	22	26	7	30
CCCCN(CCCC)CC(C(C)=O)C(c1ccccc1)c1c(O)c2ccccc2oc1=O (stereo unspecified)	74*	84*	71*	70	77*	82*
ClCCN(CCCl)c1ccc(CN2CCCN(Cc3ccc(N(CCCl)CCCl)cc3Cl)C2c2ccncc2)c(Cl)c1	2	94*	94*	97*	97*	44
CC1=CC(=C2C=CC(=[N+](C)C)C=C2)C=C(C)S1	88*	87*	56	72*	87*	78*
COC1OC2COC(c3ccccc3)OC2C2N=C(N)N([N+](=O)[O-])C12OS(C)(=O)=O (stereo unspecified)	-4	-12	-5	-5	4	-21
O=C(c1ccc2ccccc2c1)N1CC1	59	42	72*	-2	63	66
c1ccc(-c2ccc[n+](CC[n+]3cccc(-c4ccccn4)c3)c2)nc1	0	-25	0	-9	8	-11
[N-]=[N+]=C1C(=O)NN=C1c1ccccc1	-17	-25	-10	-22	13	0
NC1C[S][Sn][O]C1=O (stereo unspecified)	5	3	14	14	15	-21
CCCCCCCCCCCCCC(=O)O.[Pb]	-13	-6	-5	7	5	-1
CC(C)(C)C1COP(=O)(C(C)(C)C)OC1 (stereo unspecified)	11	-1	-13	6	16	-39
CCC(=O)OC1(c2ccccc2)CCN(CCC(=O)c2ccccc2)CC1	37	37	46	28	26	19
N#CCCCCCl	14	16	19	11	29	25
CC(N)C(=O)O (stereo unspecified)	-27&8	-25&9	-7&18	-5&-43	-9&8	12&6
[Be]=[Se]	-11	-3	-21	0	30	2
C=C1C(=O)OC2C1CCC(C)C1(O)C=CC(=O)C21C (stereo unspecified)	-18	19	-1	-15	5	15
[N-]=[N+]=C1CNC(=O)NC1=O	0	-11	10	-20	1	0
CC(=O)O.CC(=O)O.CC(=O)O.CC(=O)O.CC(=O)O.CC(=O)O.O.[Ti].[Ti]	-10	-24	-7	-24	-34	-4
COC(=O)CCCc1ccc(N(CCCl)CCOC(C)=O)cc1	-9	-4	5	-12	1	-3
O=[N+]([O-])c1ccc(P2(=O)Nc3ccccc3N2)cc1	0	-9	-22	-13	-12	-47
(list continues)
SMILES	yeast bub3	yeast sgs1 mgt1	rad50	mec2-1	yeast mlh1 rad18	cln2 rad14
FC(F)(F)C1(C(F)(F)F)O[P+](c2ccccc2)(c2ccccc2)c2ccccc21	-4	-2	20	9	5	4
Cc1ccc(NC(=O)C(=O)C2C(=O)NC(=O)NC2=O)c(C)c1	16	6	14	10	18	11
CCC1(CC)COP(=S)(S)OC1	-4	-17	11	-18	-3	10
O=C(O)C(F)F	-15	-18	-17	-1	-3	-31
[CH3][Sn]([CH3])([n]1cnc2ccccc21)[n]1cnc2ccccc21	0	12	1	10	-3	-5
CCCCCCCCCCCCCCCCCCOOCCCCCCCCCCCCCCCCCC	0	-2	-8	-14	-12	25
C[CH2][Sn](/[CH]=C\CO)([CH2]C)[CH2]C	94*	85*	63	78*	95*	44
COc1cc(-c2ccc(N)c(OC)c2)ccc1N	-2	20	27	8	30	6
N#C/C(=C/c1ccccc1)C(=O)O	3	-11	-12	-4	-4	3
CC(=O)OC1CCC2(C)C(CCC3C2CCC2(C)C(c4ccc(=O)oc4)C(OC(C)=O)CC32O)C1 (stereo unspecified)	-4	21	46	0	0	4
O=c1[nH]c2ccccc2c(=O)n1-c1ccccc1	-2	-1	-8	-4	-15	-6
[CH3][Sb]([CH3])([CH3])([I])[I]	0	0	20	-14	1	-13
O/N=C(/C(=N/O)c1ccccc1)c1ccccc1.O/N=C(/C(=N/O)c1ccccc1)c1ccccc1.[Ni]	2	5	-10	-6	-15	-22
CCOP(=O)(OCC)Oc1ccc(S(C)=O)cc1 (stereo unspecified)	9	-1	-2	-15	0	-10
CNC(=O)Oc1ccc(Br)cc1Br	11	-3	29	-1	2	-4
O=C(Nc1ccccc1)N(C1=NCC(CI)S1)c1ccc(F)c(F)c1 (stereo unspecified)	3	-20	-7	-15	-8	-25
C[N+]12CCN(c3ccccc31)c1ccccc12	-8	18	12	55	13	13
O=S1(=O)OCCOS(=O)(=O)C1(Br)Br	-18	-1	-4	-11	-7	0
CC(=O)OC1CC2(O)C(CCC3(C)C(c4ccc(=O)oc4)CCC32O)C2(C)C1=CC(O)C1OC12 (stereo unspecified)	-2	-12	4	7	-14	-2

Only part of the results is shown, so the mix of outcomes need not match the whole.
